HCV NS3h FP: hepatitis C NS3 helicase inhibition, primary screen; inhibition, % at 100 µM; AID 687043; 1.6% of 16,000 active; NS3h Cy5-dT15 DNA binding, fluorescence polarization;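 active = inhibition above the average over every tested compound plus 3 SD, cut at about 40% in these data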
Cy5 interf NS3h: Cy5 fluorescence interference, HCV helicase counter-screen | Cy5-dT15 DNA with NS3h; actives lie on both sides; signal over control mean, under 1 quenches | fluorescence interference ratio at 100 µM | 6% of 16,000 active | AID 720488;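 active = compound fluorescence over control fluorescence at most 0.8, a quencher, or at least a set upper limit, an enhancer; inactive = ratio between 0.8 and the set upper limit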
Numbers without * were called inactive.

SMILES	HCV NS3h FP	Cy5 interf NS3h
O=C1/C(=C/c2c[nH]c3ccccc23)CCC/C1=C\c1c[nH]c2ccccc12	1.4	0.949
Cc1cc(C)n(C(=O)CNC(=O)c2ccccc2Cl)n1	0.3	1.03
Cc1cccc(C(=O)O/N=C(/N)c2cccnc2)c1	18.2	1.05
Cc1nnc(Nc2ccc3c(c2)ncn3-c2ccccc2)c2ccccc12	4.0	0.91
Cc1ccc(C)c(Nc2nc3c(s2)CCCC3)c1	15.5	0.782*
O/N=C\c1cn(-c2ccccc2)nc1-c1ccccc1	26.3	0.997
C=CCNC(=O)CN(c1ccccc1OC)S(=O)(=O)c1ccccc1	7.2	1.03
COCCNC(=O)C(=O)Nc1ccc(C)cc1	-4.0	0.977
O=C(/C=C/c1ccc2ncccc2c1)c1c(-c2ccccc2)c2cc([N+](=O)[O-])ccc2[nH]c1=O	6.5	0.968
O=C(CSc1nnc(-c2ccncc2)n1-c1ccccc1)c1ccc(NS(=O)(=O)c2ccccc2)cc1	12.4	0.96
COc1ccc(C(=O)CSc2nc(C)cc(=O)[nH]2)cc1	2.8	1.01
COc1ccc(/C=C2/N=C(c3cccc(C)c3)N(c3ccc(O)cc3)C2=O)cc1OC	7.3	1.05
CCOc1ccc(NC(=O)CSc2nnc(-c3ccc(OC)cc3)o2)cc1	19.5	0.736*
O=C1NC(=O)N(c2cccc(Cl)c2)C(=O)/C1=C/c1ccc(O)c(Cl)c1	11.9	0.991
CCOc1ccc2c(=O)c(-c3ccccc3OC)coc2c1	18.9	1.12
CCOC(=O)c1cc2c(=O)n3cc(C)ccc3nc2n(Cc2cccnc2)c1=N	9.6	1.06
Cc1ccc2nc(Nc3ccc(C(=O)O)cc3)nc(-c3ccccc3)c2c1	-3.8	1
CCOc1ccccc1/C=C1/C(=O)NN(c2ccc(C)c(Cl)c2)C1=O	14.0	0.742*
O=C(Nc1ccc(Cl)cc1)N(Cc1cccs1)Cc1cccs1	14.0	0.974
CCOC(=O)c1c(-c2ccc(C)cc2)csc1NC(=O)c1ccccc1F	7.3	1.14
Cc1cccc(C)c1NC(=O)CO/N=C(/N)c1nonc1N	15.0	0.707*
C=CCNC(=O)C(=O)NCCc1ccc(F)cc1	5.0	0.973
Cc1cccc(N(CC(=O)O)S(C)(=O)=O)c1	4.5	1.14
COc1ccc2c(c1)-c1c(ssc1=S)C(C)(C)N2C(=O)CSc1ncn[nH]1	-2.9	1.07
CCOC(=O)c1c(NC(=O)C2CC3CCC2C3)sc2c1CCC(C)C2 (stereo not drawn)	6.4	1.08
C=CCN1C(=O)/C(=C/c2cccc(Br)c2)SC1=S	0.4	0.939
COc1ccc(C2C(C(=O)OC(C)C)=C(C)N=c3s/c(=C\c4ccc(Br)o4)c(=O)n32)cc1 (stereo not drawn)	1.3	1.03
CC(=O)Oc1ccc(N2C(=O)C3CC(C)=C(C)CC3C2=O)cc1 (stereo not drawn)	3.1	1.06
CCOC(=O)CCc1c(C)nc2cc(-c3cccc(C)c3)[nH]n2c1=O	18.0	1.07
Cc1ccc(N2C(=O)C3C(C2=O)C2C=CC3C23CC3)cc1 (stereo not drawn)	1.3	1.03

3 entries from above, with values under each structure.
The line under a structure holds: HCV NS3h FP | Cy5 interf NS3h
O=C(Nc1ccc(Cl)cc1)N(Cc1cccs1)Cc1cccs1
 : 14.0 | 0.974
CCOC(=O)c1c(-c2ccc(C)cc2)csc1NC(=O)c1ccccc1F
 : 7.3 | 1.14
C=CCNC(=O)C(=O)NCCc1ccc(F)cc1
 : 5.0 | 0.973

(more compounds)
SMILES	HCV NS3h FP	Cy5 interf NS3h
CCCOc1cccc(C(=O)Nc2ccc(I)cc2Cl)c1	2.3	0.969
Cc1ccc(C(=O)CSc2ncn[nH]2)cc1	7.8	1.05
COc1ccc(C(=O)c2c(C)oc3ccc(O)cc23)cc1	1.4	1.01
O=C(NC(=S)Nc1ccc2oc(-c3cccc4ccccc34)nc2c1)c1ccco1	3.6	1.05
O=C(O)c1cc(-c2ccc(/C=C3/Sc4ccccc4C3=O)o2)ccc1O	110.1*	0.974
Cc1ccc(N2C(=O)/C(=C/c3ccc(OCc4cccc(C(=O)O)c4)cc3)C(=O)NC2=S)cc1	28.3	1.13
Cc1ccc(/C=c2/sc3nc(-c4ccccc4)nn3c2=O)cc1	13.5	1.18
Clc1ccc(-c2nc(N3CCOCC3)c3ccccc3n2)cc1Cl	4.2	1.03
Cc1ccc(C(C)C)c(OCC(=O)Nc2cccc(C)n2)c1	15.4	0.923
COc1cc([N+](=O)[O-])ccc1NC(=S)NC(=O)/C=C/c1ccccc1	-16.8	0.904
N#Cc1ccc(C2N(Cc3ccccc3)CCN2Cc2ccccc2)cc1	9.7	0.997
O=[N+]([O-])c1ccc(-c2nc3ccc4ccccc4c3c3c2CCCC3)cc1	-13.4	1.02
COCCNC(=O)c1cc2n(n1)C(C(F)(F)F)CC(c1ccc(Cl)c(Cl)c1)N2 (stereo not drawn)	11.7	0.962
O=S(=O)(NC12CC3CC(CC(C3)C1)C2)c1ccc(Cl)cc1	7.1	0.888
O=c1/c(=C/c2cc(Cl)c(OCCOc3ccccc3)c(Cl)c2)sc2nc3ccccc3n12	-0.9	1.03

HCV NS3h FP: entries above that show a hit.
mol	HCV NS3h FP
O=C(O)c1cc(-c2ccc(/C=C3/Sc4ccccc4C3=O)o2)ccc1O	110.1*

Further results.
SMILES	HCV NS3h FP	Cy5 interf NS3h
CS(=O)(=O)N(CC(=O)O)c1ccc(Br)cc1	6.0	0.951
O=C(O)C1(c2ccc3c(c2)OCCO3)CCCC1	5.0	0.986
COc1ccccc1NC(=O)COc1ccc(Br)cc1C(C)(C)C	0.0	1.06
CCN(CC)c1ccc(N2C(=O)/C(=C/c3ccc4c(c3)OCO4)SC2=S)cc1	10.0	1.12
COCCCN1C(=O)/C(=C\c2ccc(Cl)c(Cl)c2)C(C(=O)OC)=C1C	7.9	0.901
O=C(/C=C1/Nc2ccccc2NC1=O)Nc1cccc(C(F)(F)F)c1	5.2	0.928
Cn1c(=O)c2c([nH]c(=S)n2Cc2ccccc2Cl)n(C)c1=O	1.2	1.06
CCOC(=O)c1c(C)nc2ccc(OC(F)(F)F)cc2c1-c1ccccc1	0.3	1.02
COc1cccc(/C=C/c2nc3ccccc3c(=O)n2-c2cccc([N+](=O)[O-])c2)c1O	15.4	0.951
CCCN1C(=O)c2ccccc2NC1c1ccc(Cl)cc1Cl (stereo not drawn)	4.1	0.99
CN1CCN(/N=C2/C(=O)Nc3ccccc32)CC1	12.4	0.972
O=C1/C(=C/c2ccc(Br)o2)SC(=S)N1c1cccc(C(F)(F)F)c1	2.7	0.858
CCOC(=O)CSc1nnc(-c2cccc(Br)c2)o1	2.9	1.15
COc1ccc(NC(=O)CC2CCC2)c(OC)c1	6.7	0.949
CS(=O)(=O)N(CC(=O)NCCNC(=O)CN(c1ccc(Cl)cc1)S(C)(=O)=O)c1ccc(Cl)cc1	14.1	0.893
O=P(CO)(Cc1ccccc1)Cc1ccccc1	-3.9	1.04
CCc1cc(/C(O)=C/c2nc3ccccc3n2C)c(O)cc1OC(=O)C(C)(C)C	11.5	0.937
O=C1c2cccc3cccc(c23)C(=O)N1CC1CCN(S(=O)(=O)c2ccccc2)CC1	14.6	0.907
O=C1c2ccccc2/C(=N\N=C/c2cccs2)C1C(=O)C(c1ccccc1)c1ccccc1 (stereo not drawn)	6.0	1.03
Cc1ccc(N2CC(C(=O)Nc3ccc(Cl)cc3)CC2=O)cc1 (stereo not drawn)	6.7	0.981
COc1ccc(CN2CCN(Cc3cccc(F)c3)CC2)c(OC)c1OC	-8.0	1.02
O=C(CCCC(=O)OCC(F)(F)C(F)F)Nc1ccc(NC(=O)CCCC(=O)OCC(F)(F)C(F)F)cc1	3.1	0.624*
CC1=NN(c2ccccc2)C(=O)/C1=C/c1cn(CCC#N)nc1-c1ccc(Cl)cc1	0.3	0.964
C=CCOc1ccc2oc(=O)cc(C)c2c1	2.2	1.03
COc1ccc(/C=C/C(=O)Nc2ccc(NC(=O)c3ccco3)c(OC)c2)cc1	10.2	0.873
Cc1ccc(N2C(=O)CC(NCCc3ccccc3Cl)C2=O)cc1 (stereo not drawn)	5.3	1.13
O=C(NCCN1CCOCC1)Nc1ccc(Cl)cc1	-0.7	0.993
CCCC(O)=C1C(=O)CC(C)(C)CC1=NCCO	15.5	0.878
CCSC1=C(C#N)C(c2ccc(O)cc2)C(C(=O)Nc2ccccc2)=C(C)N1 (stereo not drawn)	6.1	0.931
COc1ccccc1NC(=S)NC(NC(=O)c1cc(OC)c(OC)c(OC)c1)C(Cl)(Cl)Cl (stereo not drawn)	9.2	0.909

3 entries from above, with two lines to a compound.
Values in the order: HCV NS3h FP | Cy5 interf NS3h
- COc1ccccc1NC(=S)NC(NC(=O)c1cc(OC)c(OC)c(OC)c1)C(Cl)(Cl)Cl (stereo not drawn)
    9.2 | 0.909
- O=C(CCCC(=O)OCC(F)(F)C(F)F)Nc1ccc(NC(=O)CCCC(=O)OCC(F)(F)C(F)F)cc1
    3.1 | 0.624*
- O=C(NCCN1CCOCC1)Nc1ccc(Cl)cc1
    -0.7 | 0.993

The list continues:
SMILES	HCV NS3h FP	Cy5 interf NS3h
O=[N+]([O-])c1ccccc1-c1ccc(/C=C/c2ccc3ccccc3n2)o1	-7.3	0.941
Cn1c(O)c(N=NS(=O)(=O)c2ccccc2)c2ccccc21	-4.6	1
O=C(Nc1ccc(S(=O)(=O)Nc2ncccn2)cc1)c1cncc(Br)c1	12.0	1.07
COc1ccc(C(=O)CSc2nc(C)cc(C)n2)cc1[N+](=O)[O-]	18.0	1.1
COc1ccccc1N1C(=O)/C(=C/c2cccc(O)c2)SC1=S	13.5	0.948
COc1ccc(-c2cc(-c3ccc(OC)c(OC)c3)n[nH]2)c(O)c1	8.1	0.968
Cc1c(C(=O)NCCC(C)C)cccc1[N+](=O)[O-]	4.3	1.07
COc1ccc(Cl)cc1NC(=O)C1=C(C)NC(=S)NC1c1ccccc1Br (stereo not drawn)	9.1	0.994
Cc1ccnc(NS(=O)(=O)c2ccc(N)cc2)c1	5.7	0.978
COC(=O)CSc1nc(N)c(C#N)c(-c2ccc(O)cc2)c1C#N	1.3	1.01
Cc1ccccc1NC(=O)c1ccco1	2.3	0.997
Cc1ccccc1C(=O)Nc1cccc(NC(=O)c2ccc(-c3ccc(Br)cc3)o2)c1	-17.6	1.03
COc1ccccc1N(CC(=O)Nc1c(C)cccc1C)S(=O)(=O)c1ccccc1	6.0	1.01
Cc1ccc2cc(C3=C/C(=C/c4ccc([N+](=O)[O-])o4)C(=O)O3)ccc2c1	11.5	0.773*
CC(=O)Nc1cc(-c2ccc(F)cc2)[nH]n1	-9.5	1.06
CC12CC3(C)CC(C)(C1)CC(C(=O)NCCO)(C2)C3	13.8	1.27*
O=C(Nc1ccc(N2CCOCC2)cc1)c1ccc(-c2cccc(Cl)c2)o1	7.8	1.08
S=C(NC1CCCCC1)NC(c1ccccc1)(c1ccccc1)c1ccccc1	12.5	0.917
O=C(Nc1ccc(S(=O)(=O)N2CCCCCC2)cc1)c1cccc([N+](=O)[O-])c1	-3.4	0.93
COc1ccc(CCNC(=O)C(=O)NCc2ccco2)cc1	-0.9	1.03
CC(=O)Oc1ccc(Cl)cc1N1C(=O)c2ccc([N+](=O)[O-])cc2C1=O	9.7	1.01
C#CCOc1ccc(C2C(C(=O)OC)=C(C)NC3=C2C(=O)c2ccccc23)cc1 (stereo not drawn)	8.9	0.973
COc1ccc2c(c1)-c1c(ssc1=S)C(C)(C)N2C(=O)CSc1nc(C)cc(C)n1	5.6	0.901
COc1cc(C=Nc2ccc(C)cc2C)ccc1O	6.1	0.945
CCOc1ccc(/C=C/C(=O)c2ccc(Br)cc2)cc1	-4.1	1.05

Profiles from above. Values in the order: HCV NS3h FP, Cy5 interf NS3h
C#CCOc1ccc(C2C(C(=O)OC)=C(C)NC3=C2C(=O)c2ccccc23)cc1 (stereo not drawn) is listed as 8.9, 0.973
COc1ccc(CCNC(=O)C(=O)NCc2ccco2)cc1 is listed as -0.9, 1.03
CCOc1ccc(/C=C/C(=O)c2ccc(Br)cc2)cc1 is listed as -4.1, 1.05
O=C(Nc1ccc(S(=O)(=O)N2CCCCCC2)cc1)c1cccc([N+](=O)[O-])c1 is listed as -3.4, 0.93
CC12CC3(C)CC(C)(C1)CC(C(=O)NCCO)(C2)C3 is listed as 13.8, 1.27*

Screening results (PubChem)
